Source: PubChem BioAssay (Broad Institute)
IDH1 mut inh: inhibitors of IDH1 R132H reductase, primary screen, biochemical, plate reader, single point. Isocitrate dehydrogenase [NADP] cytoplasmic (Homo sapiens), O75874. diaphorase/resazurin fluorescence, 60 min. inhibition, % at 10 µM. 0.18% of 70,000 active. AID 624101, 2012; in the data active = inhibition above about 34%;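 note: 0% = DMSO and 100% = no enzyme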
Target sequence (O75874 whole entry R132H): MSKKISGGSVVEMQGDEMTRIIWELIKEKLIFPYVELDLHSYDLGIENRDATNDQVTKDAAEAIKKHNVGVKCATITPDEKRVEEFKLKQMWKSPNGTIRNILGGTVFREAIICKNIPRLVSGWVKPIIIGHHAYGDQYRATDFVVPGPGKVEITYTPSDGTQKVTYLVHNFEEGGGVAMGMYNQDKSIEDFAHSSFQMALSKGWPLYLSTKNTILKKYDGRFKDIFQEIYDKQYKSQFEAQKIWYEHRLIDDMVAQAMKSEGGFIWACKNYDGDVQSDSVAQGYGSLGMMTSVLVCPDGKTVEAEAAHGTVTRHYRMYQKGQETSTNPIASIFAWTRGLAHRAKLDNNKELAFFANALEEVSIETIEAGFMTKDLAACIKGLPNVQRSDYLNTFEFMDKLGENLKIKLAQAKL
PRC2 inh: EZH2/PRC2 methyltransferase inhibitors, primary screen, biochemical, DELFIA time-resolved fluorescence, single point | Histone-lysine N-methyltransferase EZH2 (Homo sapiens), Q15910 | PRC2 H3K27 methylation, DELFIA TRF, 1 h | inhibition, % at 12.5 µM | 0.35% of 57,000 active | AID 651548, 2012;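 active = mean inhibition of replicates at least 50% and every single replicate also reaching 50%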;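 note: dimethyl H3K27 on biotinylated H3 21-44 peptide detected by antibody; plate controls were median neutral control wells for no effect and median positive control wells for full effect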
An asterisk follows results filed as active; . = not tested or not shown. An excerpt, so the mix of outcomes need not match the whole.

smiles	IDH1 mut inh	PRC2 inh
C/C=C/c1ccc2c(c1)O[C@H](CN(C)Cc1cccc(F)c1)[C@H](C)CN([C@@H](C)CO)S2(=O)=O	-0.4	24.9
Cc1noc(C)c1NC(=O)N(C)C[C@H]1Oc2c(NC(=O)CCCCCC(=O)Nc3ccccc3N)cccc2C(=O)N([C@@H](C)CO)C[C@H]1C	.	-13.2
CNC[C@H]1OCCCC[C@@H](C)Oc2ccc(N)cc2C(=O)N([C@@H](C)CO)C[C@H]1C	1.3	5.2
Cc1ccc(S(=O)(=O)N2CCCC(C(=O)Nc3ccc4c(c3)OCCO4)C2)cc1 (centres undefined)	-0.1	-5.9
COc1ccc(NC(=O)Nc2ccc3c(c2)C(=O)N([C@@H](C)CO)C[C@@H](C)[C@H](CN(C)S(=O)(=O)c2cccs2)OCCCC[C@@H](C)O3)cc1	1.4	.
COc1ccc(S(=O)(=O)Nc2ccc3c(c2)C(=O)N([C@H](C)CO)C[C@H](C)[C@H](CN(C)CC2CC2)OCCCC[C@H](C)O3)cc1	-8.4	.
C[C@@H]1CN([C@H](C)CO)C(=O)c2cc(C3=CCCCC3)cnc2O[C@H]1CN(C)Cc1ccccc1C(=O)O	.	-31.7
Cc1cc(C(=O)Nc2cccc3c2O[C@@H](CN(C)C(=O)Nc2ccccc2)[C@@H](C)CN([C@@H](C)CO)C3=O)n(C)n1	1.5	3.7
C[C@H](CO)N1C[C@H](C)[C@H](CN(C)C(=O)Nc2cccc3ccccc23)Oc2ccc(NC(=O)Cc3cn(C)c4ccccc34)cc2CC1=O	-23.6	.
C[C@H]1CCCCO[C@@H](CN(C)S(=O)(=O)c2cccs2)[C@@H](C)CN([C@@H](C)CO)C(=O)c2cc(NS(=O)(=O)c3cn(C)cn3)ccc2O1	-0.4	.
C[C@@H]1CN([C@H](C)CO)S(=O)(=O)c2ccc(C#CC3CC3)cc2O[C@@H]1CN(C)C(=O)c1ccccn1	0.6	2.9
O=C(C[C@@H]1C[C@H]2c3cc(NC(=O)Nc4ccc(C(F)(F)F)cc4)ccc3O[C@H]2[C@H](CO)O1)NCC1CC1	5.9	-16.3
C[C@H](CO)N1C[C@H](C)[C@H](CN(C)C(=O)[C@H](Cc2ccccc2)N(C)C)OCc2ccccc2-c2ccccc2C1=O	-2.6	-2.7
C[C@@H]1O[C@@H](O[C@H]2CC[C@@]3(C)C(CC[C@]4(C)C3CC=C3C5CC(C)(C)CC[C@]5(C(=O)O[C@@H]5O[C@H](CO)[C@@H](O)[C@H](O)[C@H]5O)CC[C@]34C(=O)O)C2(C)C)[C@H](O)[C@H](O)[C@H]1O (some centres undefined)	-0.1	.
O=C(C[C@H]1C=C[C@@H](NC(=O)c2ccccc2)[C@@H](CO)O1)NCCc1ccncc1	0.3	4.3
CS(=O)(=O)Nc1ccc2c(c1)[C@H]1C[C@@H](CC(=O)NCc3cccc(F)c3)O[C@@H](CO)[C@H]1O2	0.2	-3.5
CC1(C)CC(=O)C2=C(C1)Nc1ccccc1N(C(=O)Cc1ccccc1)C2c1ccc(-c2ccccc2[N+](=O)[O-])o1 (centres undefined)	0.5	-1.7
COc1ccc(NC(=O)Nc2ccc3c(c2)CC(=O)N([C@H](C)CO)C[C@H](C)[C@@H](CN(C)C(=O)Nc2cccc4ccccc24)O3)cc1	1.4	.
COc1ccc(S(=O)(=O)N(C)C[C@@H]2Oc3ccc(NC(=O)Nc4ccccc4)cc3C(=O)N([C@H](C)CO)C[C@@H]2C)cc1	-0.3	.
COc1ccc(NC(=O)N(C)C[C@@H]2Oc3ccc(NC(=O)C4CCCCC4)cc3CC(=O)N([C@@H](C)CO)C[C@@H]2C)cc1	0.9	.
C[C@@H]1CN([C@H](C)CO)C(=O)c2cc(-c3ccc(C#N)cc3)cnc2O[C@H]1CN(C)C(=O)c1cccnc1	0.2	1.1
C[C@@H]1CCCCO[C@@H](CN(C)Cc2ccc(C(=O)Nc3ccccc3N)cc2)[C@@H](C)CN([C@H](C)CO)C(=O)c2cc(N(C)C)ccc2O1	0.0	-28.4
CO[C@@H]1CN(C)C(=O)c2cc(NC(C)=O)ccc2OC[C@@H](C)N(Cc2nccs2)C[C@H]1C	-0.2	-6.2
COCC#Cc1cnc2c(c1)C(=O)N([C@@H](C)CO)C[C@@H](C)[C@@H](CN(C)C(C)=O)O2	-0.3	2.6
COc1ccccc1S(=O)(=O)N[C@H]1CC[C@H](CCNC(=O)C2CCCCC2)O[C@@H]1CO	-0.1	-0.5

The list continues.
smiles	IDH1 mut inh	PRC2 inh
COc1ccc(NC(=O)Nc2ccc3c(c2)C(=O)N([C@@H](C)CO)C[C@H](C)[C@H](CN(C)Cc2ccc4c(c2)OCO4)O3)cc1	1.1	3.9
C[C@H](CO)N1C[C@H](C)[C@H](CN(C)C(=O)c2ccccn2)Oc2ncc(-c3ccccc3F)cc2C1=O	-0.4	.
O=C(/C=C/c1ccccc1)CC(=O)/C=C/c1ccccc1	-0.1	7.0
Cn1c(SCC(=O)Nc2ccc(Br)cc2Cl)nnc1-c1ccncc1	0.0	5.6
C[C@@H]1CN([C@H](C)CO)C(=O)Cc2cc(NC(=O)Nc3ccc4c(c3)OCO4)ccc2O[C@H]1CN(C)C(=O)Nc1ccccc1	0.5	.
C[C@H](CO)N1C[C@H](C)[C@H](CN(C)Cc2ccncc2)Oc2ccc(NC(=O)Nc3ccc(F)cc3)cc2C1=O	0.0	0.3
C[C@@H]1CN([C@H](C)CO)C(=O)c2cccc(NC(=O)C3CCCCC3)c2O[C@H]1CN(C)C(=O)Nc1ccc(C(F)(F)F)cc1	.	-7.4
C[C@H](CO)N1C[C@H](C)[C@@H](CN(C)C(=O)c2ccccn2)Oc2ncc(C3=CCCCC3)cc2C1=O	-4.9	3.6
CC(C)NC(=O)N(C)C[C@H]1Oc2ccc(NC(=O)Nc3cccc4ccccc34)cc2C(=O)N([C@H](C)CO)C[C@H]1C	0.1	1.5
O=C(Cc1ccncc1)NCC[C@H]1CC[C@@H](NC(=O)C2CCCC2)[C@H](CO)O1	0.3	6.0
Cc1ccc(OCc2nc(N)nc(N(C)C)n2)cc1C	0.3	5.7
O=S1(=O)NC(=NCCCCO)c2ccccc21	0.4	3.6
COc1ccccc1CNC(=O)C[C@H]1C[C@H]2c3cc(N(C)C)ccc3O[C@H]2[C@@H](CO)O1	-1.7	0.5
CC(C)(C)OC(=O)NCCOCCOCCNc1ncnc2ccccc12	.	8.4
CC(C)NC(=O)Nc1ccc2c(c1)C(=O)N([C@H](C)CO)C[C@H](C)[C@@H](CN(C)CC1CC1)OCCCC[C@@H](C)O2	.	-0.3
CCCN(C)C[C@H]1Oc2cc(C#Cc3cccnc3)ccc2S(=O)(=O)N([C@@H](C)CO)C[C@H]1C	-5.3	-5.7
COc1ccc(CN(C)C[C@@H]2Oc3ccc(NC(=O)NC(C)C)cc3CC(=O)N([C@H](C)CO)C[C@@H]2C)cc1	0.7	.
O=C(CSc1nnc(-c2ccncc2)o1)c1ccc2ccccc2c1	-0.4	.
Cc1ccc2oc(C(=O)Nc3sc4c(c3C(=O)NC3CCS(=O)(=O)C3)CCC4)c(C)c2c1 (centres undefined)	1.1	15.0
O=C(Cc1ccncc1)NCC[C@@H]1CC[C@@H](NC(=O)Nc2ccc(Cl)cc2)[C@H](CO)O1	0.1	-18.7
CNCCC=C1c2ccccc2C=Cc2ccccc21	-0.9	-4.0
COc1ccccc1-c1cnc2c(c1)C(=O)N([C@H](C)CO)C[C@H](C)[C@H](CN(C)Cc1cncnc1)O2	0.2	.
CO[C@H]1CN(C)C(=O)c2cc(NS(C)(=O)=O)ccc2OC[C@H](C)N(CC2CCOCC2)C[C@H]1C	0.5	-0.4
CCC(=O)Nc1ccc2c(c1)C(=O)N(C)C[C@H](OC)[C@@H](C)CN(C(=O)c1ccccn1)[C@@H](C)CO2	0.2	-8.1
C[C@@H]1CN([C@H](C)CO)S(=O)(=O)c2ccc(C#CC(C)(C)O)cc2O[C@@H]1CN(C)C(=O)C1CCC1	.	1.9

Additional structures.
smiles	IDH1 mut inh	PRC2 inh
CC(C)CC#Cc1ccc2c(c1)O[C@@H](CN(C)C(=O)Cc1ccccc1)[C@@H](C)CN([C@@H](C)CO)S2(=O)=O	11.4	6.3
COc1ccc([Si](C)(C)[C@@H]2[C@@H](CC(=O)N3CCC[C@H]3CO)O[C@]3(C(=O)N(C)c4c(Br)cc(C)cc43)[C@H]2C)cc1	.	5.8
CCCN1C[C@@H](C)[C@@H](OC)CN(C)C(=O)c2ccc(NC(=O)C3CCOCC3)cc2OC[C@@H]1C	0.3	7.8
Cc1cc(Cl)c(S(=O)(=O)N2CCCCCC2)cc1OCC(N)=O	-0.2	6.4
COc1cccc(NC(=O)N(C)C[C@@H]2OCc3ccccc3-c3ccccc3C(=O)N([C@@H](C)CO)C[C@H]2C)c1	.	-2.1
C[C@H]1CN([C@@H](C)CO)C(=O)c2cccc(NS(C)(=O)=O)c2O[C@@H]1CN(C)Cc1ccncc1	0.8	-5.5
C[C@@H]1CCCCO[C@H](CN(C)C(=O)Nc2cccc3ccccc23)[C@@H](C)CN([C@H](C)CO)C(=O)c2cc(NC(=O)Nc3ccccc3)ccc2O1	-2.6	.
COc1ccc(/C=C/C(=O)O[C@@H]2[C@@H](O)[C@H](C)O[C@@H](O[C@H]3[C@@H]4C=CO[C@@H](O[C@H]5O[C@@H](CO)[C@H](O)[C@@H](O)[C@@H]5O)[C@@H]4[C@@]4(CO)O[C@@H]34)[C@@H]2OC(C)=O)cc1	-0.2	.
O=C(C[C@@H]1C[C@H]2c3cc(NC(=O)Nc4ccccc4F)ccc3O[C@H]2[C@H](CO)O1)NC1CCCC1	-0.3	18.6
COc1ccc(NC(=O)Nc2ccc3c(c2)C(=O)N([C@H](C)CO)C[C@@H](C)[C@H](CN(C)S(=O)(=O)c2ccc(Cl)cc2)O3)cc1	-13.1	.
COc1ccc(NC(=O)N(C)C[C@@H]2Oc3ccc(NC(=O)Nc4ccc(F)cc4)cc3CC(=O)N([C@@H](C)CO)C[C@H]2C)cc1	0.1	.
COC(=O)C[C@@H]1C[C@H]2c3cc(NC(=O)Cc4ccncc4)ccc3O[C@H]2[C@@H](CO)O1	-0.1	14.6
Cc1noc(C)c1NC(=O)N(C)C[C@H]1Oc2ccc(NC(=O)Nc3ccc(F)cc3)cc2C(=O)N([C@H](C)CO)C[C@H]1C	1.5	.
O=C(C[C@@H]1C[C@H]2c3cc(NS(=O)(=O)c4ccc(F)cc4)ccc3O[C@H]2[C@@H](CO)O1)NCc1ccncc1	0.0	-0.9
C[C@H](CO)N1C[C@H](C)[C@@H](CN(C)Cc2cccc(F)c2)Oc2ncc(C3=CCCC3)cc2C1=O	0.5	.
CO[C@@H]1CN(C)C(=O)c2ccc(NS(=O)(=O)c3ccccc3)cc2OC[C@@H](C)N(Cc2ccccn2)C[C@@H]1C	0.4	-3.9
CC(C)NC(=O)Nc1ccc2c(c1)C(=O)N([C@H](C)CO)C[C@@H](C)[C@@H](CN(C)S(=O)(=O)c1cn(C)cn1)OCCCC[C@H](C)O2	1.3	.
C[C@@H]1CCCCO[C@@H](CN(C)Cc2ccc(Cl)c(Cl)c2)[C@H](C)CN([C@@H](C)CO)C(=O)c2cc(NC(=O)C3CCCCC3)ccc2O1	1.1	.
COc1ccc(NC(=O)CN(c2ccc(C)c(C)c2)S(C)(=O)=O)c(OC)c1	-0.3	1.8
C[C@@H]1CN([C@H](C)CO)C(=O)Cc2cc(NS(C)(=O)=O)ccc2O[C@H]1CN(C)S(C)(=O)=O	0.7	.
COc1ccc(S(=O)(=O)Nc2ccc3c(c2)C(=O)N([C@H](C)CO)C[C@H](C)[C@H](CN(C)S(=O)(=O)c2ccc(F)cc2)OCCCC[C@@H](C)O3)cc1	-0.4	.
CC(C)NC(=O)N(C)C[C@H]1OCc2ccccc2-c2c(n(C)c3ccccc23)C(=O)N([C@@H](C)CO)C[C@@H]1C	.	-1.8
COc1ccc(NC(=O)N(C)C[C@@H]2Oc3c(NC(=O)c4cnccn4)cccc3C(=O)N([C@H](C)CO)C[C@@H]2C)cc1	1.6	.
CC(C)(C)c1ccc(-c2ncon2)cc1Cn1nnc(-c2cccc(C(F)(F)F)c2)n1	-1.4	3.9
CO[C@H]1CN(C)C(=O)c2cc(NS(C)(=O)=O)ccc2OC[C@@H](C)N(Cc2nccs2)C[C@H]1C	-0.1	8.4
C[C@@H]1CN([C@H](C)CO)C(=O)c2cccc(NC(=O)CCCCCC(=O)Nc3ccccc3N)c2O[C@H]1CN(C)Cc1ccc(Cl)c(Cl)c1	0.3	1.5
Cc1cc(N(CC(=O)Nc2cccc([N+](=O)[O-])c2)S(C)(=O)=O)ccc1Br	-0.2	15.3

Part of the list above, with values under each structure:
Values run as follows: IDH1 mut inh	PRC2 inh
- Cc1cc(Cl)c(S(=O)(=O)N2CCCCCC2)cc1OCC(N)=O
  -0.2	6.4
- COc1cccc(NC(=O)N(C)C[C@@H]2OCc3ccccc3-c3ccccc3C(=O)N([C@@H](C)CO)C[C@H]2C)c1
  .	-2.1
- C[C@H]1CN([C@@H](C)CO)C(=O)c2cccc(NS(C)(=O)=O)c2O[C@@H]1CN(C)Cc1ccncc1
  0.8	-5.5
- C[C@@H]1CCCCO[C@H](CN(C)C(=O)Nc2cccc3ccccc23)[C@@H](C)CN([C@H](C)CO)C(=O)c2cc(NC(=O)Nc3ccccc3)ccc2O1
  -2.6	.
